Screening data deposited in PubChem BioAssay by National Center for Advancing Translational Sciences (NCATS).
KB-3-1 tox: qHTS assay for MDR1-selective chemotherapeutics: Primary screen using the parental adenocarcinoma cell KB-3-1; actives 1.4% (n = 400,000); KB-3-1 viability, CellTiter-Glo ATP luminescence, 72 h; Potency, µM (top dose mostly 46.1 µM), for inactives: top-dose activity change, negative = cytotoxic, hits mostly cytotoxic; AID 1347075, 2019; note: potency is the fitted concentration of half-maximal effect; % is set by controls: 0 for no effect and ±100 for the full control effect; nearly all actives have a fitted effect of over 60% in size
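Cells are dispensed, compounds pinned in, plates held at 37 °C for 72 h, then CellTiter-Glo is added and luminescence read after 10 minutes. Cell line: parental KB-3-1 in phenol-red-free DMEM, 10% FBS.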
HT1080NT lethal: qHTS for induction of synthetic lethality in tumor cells producing 2HG: qHTS for the HT-1080-NT fibrosarcoma cell line; HT-1080-NT fibrosarcoma viability, CellTiter-Glo ATP luminescence, 48 h; Potency, µM (titrated, usually from 46.1 µM), for inactives: at the highest dose activity, negative = less viability, most hits filed as cytotoxic; actives 1.6% (n = 360,000); AID 686970, 2013;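 note: NT is the 2HG producing partner of a matched IDH1 knockdown line; potency is the fitted concentration of half-maximal effect; 0% = DMSO-treated cells and -100% = media-only wells without cells; nearly all actives have a fitted effect of over 55% in size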
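HT-1080-NT fibrosarcoma cells (2HG-overproducing), 750 cells/well in RPMI with 5% FBS, dosed after 2 h and incubated 48 h at 37C. CellTiter-Glo luminescence normalized to DMSO and no-cell wells; concentration-response curves fitted and classed.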
MCF10A rerep: A quantitative high throughput screen for small molecules that induce DNA re-replication in MCF 10a normal breast cells; MCF 10A DNA re-replication, Hoechst nuclear intensity, 48 h; Potency, µM (highest dose often 46.1 µM), for the others: at the top dose activity, positive = re-replication, usual class: activators; actives 2.9% (n = 350,000); AID 624296, 2012; note: potency is the fitted concentration of half-maximal effect; % of control where 0% means no effect; nearly all actives have a fitted effect of over 50% in size
ATXN2 expr inh: Primary qHTS for Inhibitors of ATXN expression. HEK-293 ATXN2-luciferase reporter, luminescence, 24 h. Potency, µM (highest dose often 57 µM), without a hit: at the top dose activity change, negative = inhibition, actives largely listed as inhibitors. actives 0.72% (n = 360,000); note: potency is the fitted concentration of half-maximal effect; % is set by controls: 0 for no effect and ±100 for the full control effect; nearly all actives have a fitted effect of over 55% in size
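ATXN2-luciferase reporter cells (luciferase flanked by upstream and downstream ATXN2 gene portions) were treated 24 h at 37 °C with compounds at up to 57 uM. SteadyGlo luminescence gave expression; GF-AFC fluorescence gave viability.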
IL-1B inflam inh: qHTS for Inhibitors of Inflammasome Signaling: IL-1-beta AlphaLISA Primary Screen; activity change, % at 57.5 µM; actives 4.7% (n = 360,000); AID 743279, 2014; THP-1 LPS/ATP IL-1B secretion, AlphaLISA, 16 h; active compounds read low; in the data active = activity change below about -50%; inconclusive = mostly about -30% to -49%; note: % is set by controls: 0 for no effect and ±100 for the full control effect
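THP-1 cells pretreated 1 hr with compounds (up to 57.5 uM final), then stimulated with LPS (250 ng/mL final) plus ATP (1.25 mM final); secreted IL-1B measured by AlphaLISA after 16 hr, decreased signal indicating inhibition.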
SW480 rerep: A quantitative high throughput screen for small molecules that induce DNA re-replication in SW480 colon adenocarcinoma cells. Potency, µM (series often up to 46.1 µM), for the others: at the highest dose re-replication activation, hits mostly activators. AID 624297, 2012. SW480 DNA re-replication, Hoechst DNA content imaging, 48 h. actives 1.8% (n = 340,000); note: potency is the fitted concentration of half-maximal effect; % of control where 0% means no effect; nearly all actives have a fitted effect of over 55% in size
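Readout is total intensity of Hoechst-stained nuclei, excited at 405 nm and collected at 500-530 nm. Compound treatment lasted 48 hr at 37 C in 5% CO2 before staining.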
KB-V1 MDR tox: qHTS assay for MDR1-selective chemotherapeutics: Primary screen using the drug-selected MDR subline cells KB-V1; KB-V1 MDR cells viability, CellTiter-Glo, 72 h; Potency, µM (titrated, usually from 46.1 µM), inactives show top-dose activity change, negative = cytotoxicity, most hits filed as cytotoxic; actives 3.4% (n = 400,000); AID 1347076, 2019; note: potency is the fitted concentration of half-maximal effect; % is set by controls: 0 for no effect and ±100 for the full control effect; nearly all actives have a fitted effect of over 60% in size
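KB-V1 cells (P-gp-expressing MDR subline of KB-3-1) in phenol-red-free DMEM with 10% FBS were exposed to library compounds over a concentration series for 72 h at 37 degrees C. Viability read by CellTiter-Glo luminescence; concentration-effect curves fitted after normalization.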
HT1080 IDH1KD tx: qHTS for induction of synthetic lethality in tumor cells producing 2HG: qHTS for the HT-1080-IDH1KD cell line. Potency, µM (highest dose often 46.1 µM), without a hit: at the top dose activity, negative = toxicity, actives largely listed as cytotoxic. HT-1080 IDH1 knockdown viability, ATP luminescence, 48 h. actives 2% (n = 360,000);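 note: potency is the fitted concentration of half-maximal effect; 0% = DMSO wells and -100% = cell-free medium wells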
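Cytotoxicity counter-line: IDH1KD HT-1080, 48 h, CellTiter-Glo. Curves classed by r2, magnitude and activity.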
ATXN viability: Viability Counterscreen for Primary qHTS for Inhibitors of ATXN expression; S2 cells (HEK-293 line with an ATXN2-luciferase reporter) viability, CellTiter-Fluor protease fluorescence, 24 h; actives 0.49% (n = 400,000); Potency, µM (titrated, usually from 56.7 µM), actives largely listed as cytotoxic; note: potency is the fitted concentration of half-maximal effect; nearly all actives have a fitted effect of over 40% in size
Numbers without * were called inactive; i = inactive; ? = inconclusive; / = no result given; [ ] = another dose, or the depositor's remark. Unless noted, calls come from the whole dose curve; as a rule, active = well fitted curve in the direction sought with a large enough effect; inconclusive = small, poorly fitted or top-dose-only effect, or another doubt; inactive = no such curve, though single readings can be large; an effect the other way counts as inactive or inconclusive.

Every second line gives: KB-3-1 tox	HT1080NT lethal	MCF10A rerep	ATXN2 expr inh	IL-1B inflam inh	SW480 rerep	KB-V1 MDR tox	HT1080 IDH1KD tx	ATXN viability
COc1ccc(N2CCN(CC(=O)Nc3ccccc3SC)CC2)cc1
    6.1%	7.3%	7.1%	1.5%	-16.4	-4.2%	12.8%	16.8%	i
O=c1[nH]c2cc3c(cc2cc1CN(Cc1cccs1)Cc1nnnn1Cc1ccco1)OCCO3
    -24.1%	10.0%	?	-20.7%	-23.8	?	-5.5%	10.6%	i
Cc1noc(C)c1CSc1nc2ccccc2c(=O)n1-c1ccc(Cl)cc1
    ?	10µM*	?	-23.9%	-8.4	?	23.1µM*	7.08µM*	?
CC(C)C[C@H](NC(=O)c1nc[nH]c1C(=O)N1CCC(C)CC1)C(=O)OC(C)(C)C
    -10.2%	2.0%	?	3.3%	10.7	12.2%	-13.3%	-4.1%	i
CC(C)(C)c1ccc(S(=O)(=O)NC(=O)C2(C)CCN2C(=O)c2cccc3ccccc23)cc1 (configuration not stated)
    -25.3%	3.3%	/	4.5%	44.1	/	-15.1%	0.6%	i
O=[N+]([O-])c1ccc2nc(-[n+]3c(-c4ccccc4)cc(-c4ccccc4)cc3-c3ccccc3)[nH]c2c1
    -2.3%	-1.3%	?	?	?	?	?	-13.0%	?
CC(C)OCCCNC(=O)c1ccc(N(C)S(C)(=O)=O)cc1
    0.9%	1.0%	2.5%	-3.6%	6.0	1.0%	-17.9%	2.3%	i
CCCCCCCCCCCCC(=O)CCCCC(=O)O
    2.9%	-7.0%	0.0%	1.5%	2.1	-4.0%	13.9%	-1.6%	i
CC1(c2nc3ccccc3[nH]2)c2ccccc2C(=O)N1Cc1ccccc1 (configuration not stated)
    7.4%	-5.7%	/	1.2%	0.0	/	?	3.6%	i
N#Cc1cc2sc3nnc(-c4ccncc4)n3c2cc1C#N
    6.51µM*	?	28.9%	26.7%	-83.3*	-33.0%[inhibitor][9.22 µM]	2.06µM*	?	i
CCC(C)NC(=O)c1ccc(NC(=O)C2CCCO2)cc1 (configuration not stated)
    -4.6%	-4.5%	16.2%	4.2%	-3.8	0.2%	-8.3%	2.0%	i
O=C(NCc1cccc(Cl)c1)C1Cc2c(-c3cccc(F)c3)ccnc2O1 (configuration not stated)
    -24.5%	?	/	-28.9%	-9.7	/	?	?	i
Cc1ccccc1NC(=O)c1ccc2nc(N3CCOCC3)sc2c1
    -3.8%	-0.1%	?	5.8%	-25.9	-5.3%	0.8%	-1.2%	i
COc1ccc(/C=C/C(=O)NNC(=O)C(C)Oc2ccccc2F)cc1OC (configuration not stated)
    26.0%	5.5%	5.6%	-0.7%	-4.9	-6.9%	0.0%	8.7%	i
CCOC(=O)c1cccc(NC(=O)C2CCCN(c3nnc(C)c4c(C)n(-c5ccccc5)nc34)C2)c1 (configuration not stated)
    -1.1%	/	/	-16.3%	/	/	15.2%	/	?
CC1CN(S(=O)(=O)N2CCOCC2)CCN1S(=O)(=O)N1CCOCC1 (configuration not stated)
    2.7%	19.1%	-2.7%	0.7%	-6.9	3.1%	18.9%	2.2%	i
O=C(NNc1ccccc1Br)C(=O)n1ccc2ccccc21
    13.2%	2.7%	-0.6%	-2.4%	12.0	3.4%	31.0%	1.1%	i
CCOc1ccc(/C=C2\SC(=S)N(CCC(=O)O)C2=O)cc1
    -6.9%	12.3%	2.4%	?	-23.8	-15.2%	-5.9%	10.0%	i
CCC(C)NC(=O)c1ccc(N2CC3CC(C2)c2cccc(=O)n2C3)c(NC(=O)c2ccc(Br)o2)c1 (configuration not stated)
    21.9%	5.5%	-0.2%	-1.6%	-11.7	1.4%	29.5%	11.3%	i
CC(OC(=O)c1cccc(S(=O)(=O)Nc2ccccc2F)c1)C(=O)NCc1ccc2c(c1)OCO2 (configuration not stated)
    5.7%	-6.7%	2.3%	-3.0%	12.0	/	-25.9%	-13.3%	?
Fc1ccc(CNC2CCN(Cc3ccccc3)CC2)cc1
    3.1%	-5.4%	-7.1%	/	-17.9	-6.9%	-8.5%	-12.3%	i
COC(=O)c1ccc(NS(=O)(=O)c2ccc(SC)cc2)cc1
    -8.3%	-13.4%	-4.3%	6.7%	1.1	-7.9%	-1.5%	7.3%	i
CCn1c2ccc(F)cc2c2nnc(NN)nc21
    -1.6%	3.5%	19.9%	?	15.9	?	-16.6%	8.6%	?
O=C(COc1ccccc1/C=C1\SC(=O)NC1=O)Nc1ccc(F)cc1
    3.5%	-24.5%	-1.7%	8.7%[11.3 µM]	53.4	-1.3%	-11.5%	-21.5%	i
CN(C)c1ccc([N+](=O)[O-])cc1C(=O)O
    6.6%	6.8%	-2.6%	-6.8%	11.2	-2.8%	?	3.6%	?
Cc1ccc(C(=O)Nc2c3c(nn2C(C)(C)C)CS(=O)(=O)C3)cc1[N+](=O)[O-]
    3.8%	8.1%	11.1%	7.1%	-20.8	-2.8%	37.4%	11.6%	i
O=C(Nc1ccc(F)cc1)Nc1ccc(N2CCOCC2)c2nonc12
    -7.7%	2.5%	1.8%	-14.8%	?	-0.6%	-10.7%	?	i
Cc1cc(C)c2oc(-c3ccc(C)c(NC(=S)NC(=O)c4cccs4)c3)nc2c1
    -6.6%	-2.0%	9.2µM*	2.8%	27.4	-2.8%	-19.1%	-3.9%	i
Fc1ccc2cnc(-c3ccccc3)c(-c3cc(C(F)(F)F)cc(C(F)(F)F)c3)c2c1
    -3.0%	7.0%	-1.5%	?	22.7	0.1%	22.4%	17.9%	/
O=C1N=C(N2C=CC(=C3C=CNC=C3)C=C2)/C(=C/N=NC(=O)c2ccccc2)S1
    6.1%	5.0%	1.4%	-6.6%	28.5	-7.4%	4.1%	9.3%	i
COc1ccc(S(=O)(=O)c2cn(C)c3ccc(C)cc3c2=O)cc1
    -4.7%	/	/	-1.4%	/	/	-0.3%	/	i
COc1cc(OC)cc(-c2cc3ncccc3cn2)c1
    -4.5%	-2.6%	17.2%	14.6%	-0.2	-0.5%	3.9%	-20.7%	i
O=C(Nc1ccc(Nc2ccccc2)cc1)C(Cl)Cl
    4.3%	1.9%	?	-15.8%	-89.3*	-0.2%	-2.9%	-15.1%	?
CNc1cnn(-c2ccc(C)cc2)c(=O)c1Cl
    -0.8%	7.8%	-13.0%	-11.8%	4.6	-4.5%	21.7%	15.3%	i
CC1=C(C(=O)N(C)C)CC(CC(=O)NCCCN(C)C)C(=O)N1Cc1ccc(C(C)(C)C)cc1 (configuration not stated)
    -6.4%	-16.2%	/	11.7%	14.3	/	-8.1%	-0.8%	i
CCN(CC(=O)NCc1ccncc1)S(=O)(=O)c1ccccc1
    7.0%	-0.9%	-0.7%	26.6%	14.7	-6.8%	2.6%	4.2%	i
O=C(Nc1ccc(S(=O)(=O)NC2=NCCCCC2)cc1)c1ccccc1Cl
    -10.8%	-1.9%	1.5%	-1.4%	14.2	-1.3%	-19.0%	-13.1%	i
COCCCNC(=O)CCn1c(=O)c2ccccc2n(CC(=O)Nc2c(C)cc(C)cc2C)c1=O
    8.3%	/	/	-0.2%	/	/	15.0%	/	i
COc1ccccc1-c1nnc(SCc2ccccn2)n1C
    6.1%	8.8%	-4.4%	-3.1%	-11.4	-11.0%	-26.2%	2.0%	i
CN(C)S(=O)(=O)c1cccc(NC(=O)C(c2ccccc2)c2ccccc2)c1
    -8.8%	-9.2%	1.8%	-2.0%	32.3	-0.8%	?	-19.6%	i
COc1ccc(OCC(=O)NCc2ccc(Cl)cc2)cc1
    -5.2%	-0.3%	1.7%	-5.6%	3.2	0.7%	?	-1.3%	i
COCCN1CN=C(Nc2nc3ccccc3s2)NC1
    7.0%	2.9%	-7.3%	27.2%	14.0	1.2%	3.0%	4.7%	i
CC(C)c1ccc(NC(=O)C2CCN(c3ncnc4c3nc3n4CCCCC3)CC2)cc1
    -15.1%	-0.8%	16.4µM*	-2.3%	60.5	?	-9.6%	-14.3%	i
Cc1ccc(Cn2nc(C)c(/C=N/NC(=O)c3cccnc3)c2C)cc1
    10.2%	-18.0%	3.2%	-1.2%	39.9	-8.6%	?	-16.9%	i

4 records drawn at random from those above, as already listed:
Every second line gives: KB-3-1 tox	HT1080NT lethal	MCF10A rerep	ATXN2 expr inh	IL-1B inflam inh	SW480 rerep	KB-V1 MDR tox	HT1080 IDH1KD tx	ATXN viability
CC1=C(C(=O)N(C)C)CC(CC(=O)NCCCN(C)C)C(=O)N1Cc1ccc(C(C)(C)C)cc1 (configuration not stated)
    -6.4%	-16.2%	/	11.7%	14.3	/	-8.1%	-0.8%	i
O=C(Nc1ccc(F)cc1)Nc1ccc(N2CCOCC2)c2nonc12
    -7.7%	2.5%	1.8%	-14.8%	?	-0.6%	-10.7%	?	i
CC(C)OCCCNC(=O)c1ccc(N(C)S(C)(=O)=O)cc1
    0.9%	1.0%	2.5%	-3.6%	6.0	1.0%	-17.9%	2.3%	i
CCN(CC(=O)NCc1ccncc1)S(=O)(=O)c1ccccc1
    7.0%	-0.9%	-0.7%	26.6%	14.7	-6.8%	2.6%	4.2%	i
